# From PubChem
# DENV2 CPE: protects cells from dengue virus 2 cytopathic effect; DENV2-infected cells, cytopathic effect rescue, plate reader; CPE inhibition, % at 9.99 µM; 350,000 tested, 1.7% active; in the data active means CPE inhibition above about 20%, passing the limit was not always enough; inconclusive means no clear call, values can overlap the other calls; tested in BHK-21 cells;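 further: 0% = median of neutral control wells and 100% = median of positive control wells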
# E-sel inducer: E-selectin induction on HUVECs; P16581; HUVEC E-selectin immunofluorescence imaging; normalized: neutral wells 0, TNF-alpha wells 100; activation, % at 7.58 µM; 260,000 tested, 0.37% active; AID 686992;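 active means mean E-selectin-positive cell signal at least 10% of the positive control, reached in at least 60% of replicates, without over 20% cell loss; inconclusive means no rule given, readout overlaps actives, possibly toxicity-flagged; inactive means the rest, including those meeting only one limit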;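 further: in these data hits start at about 27%; measured in HUVEC primary endothelial cells; signal is the percent of cells scored E-selectin positive by PE staining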
# Target sequence (P16581 whole entry, looked up): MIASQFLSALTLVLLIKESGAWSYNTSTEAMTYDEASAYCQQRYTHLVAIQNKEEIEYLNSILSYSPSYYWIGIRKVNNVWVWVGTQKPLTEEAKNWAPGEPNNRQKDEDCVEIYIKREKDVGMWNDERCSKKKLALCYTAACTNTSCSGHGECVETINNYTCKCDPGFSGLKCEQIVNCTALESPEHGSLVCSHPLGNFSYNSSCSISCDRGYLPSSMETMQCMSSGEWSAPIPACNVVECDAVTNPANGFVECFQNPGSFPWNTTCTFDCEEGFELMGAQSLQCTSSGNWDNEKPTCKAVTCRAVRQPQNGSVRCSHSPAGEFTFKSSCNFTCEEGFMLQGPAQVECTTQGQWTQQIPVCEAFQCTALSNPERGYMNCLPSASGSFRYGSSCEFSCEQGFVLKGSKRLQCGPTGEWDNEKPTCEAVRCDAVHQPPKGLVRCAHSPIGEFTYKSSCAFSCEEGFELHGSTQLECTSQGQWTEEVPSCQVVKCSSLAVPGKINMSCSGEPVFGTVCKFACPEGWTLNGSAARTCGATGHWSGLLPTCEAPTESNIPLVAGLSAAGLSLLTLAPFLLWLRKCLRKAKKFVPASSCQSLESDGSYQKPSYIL
#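 Test system: HUVEC; input: 3,000 HUVEC/well; measured by: immunofluorescence imaging; read-out: % PE-positive cells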
# Statin myotox sup: protects C2C12 myotubes from simvastatin toxicity; ATP luminescence, 48 h; scaled: DMSO 0, geranylgeraniol control 100; 330,000 tested, 0.78% active; rescue of ATP level, % at 7.49 µM;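 active means mean ATP rescue above about 67%, or every replicate alone reaching that limit, limit read from the data, passing the limit was not always enough; inconclusive means no clear call, values can overlap the other calls; inactive means mean under the limit and some replicate under it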;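 further: myotubes were challenged with 10 µM simvastatin during compound exposure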
# S100A4 MyoIIA: blocks human S100A4 binding to myosin IIA peptide; 360,000 tested, 0.14% active; AID 652163; P26447; S100A4/TAMRA-MyoIIA peptide fluorescence polarization; inhibition, % at 10.7 µM;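 active means mean inhibition of at least 70% across replicates, with every replicate also reaching that level; inconclusive means mean inhibition reaches 70% but some replicates fall short; inactive means mean inhibition below 70%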
# Target sequence (P26447 whole entry, looked up): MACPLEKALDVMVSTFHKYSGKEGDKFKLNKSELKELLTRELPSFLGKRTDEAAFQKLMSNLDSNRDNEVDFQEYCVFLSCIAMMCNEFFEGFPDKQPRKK
#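 Test system – S100A4 monomer (human) · Compound – single-point compound testing · Schedule – 5 min incubation before reading · Probe or stimulus – TAMRA-labelled myosin IIA heavy-chain peptide probe, 5 nM · Benchmarks – neutral control DMSO, positive control TFP · Medium – Calcium-containing HEPES buffer, pH 7.2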
# PglD inh: inhibitors of Campylobacter jejuni PglD acetyltransferase. purified PglD enzyme, DTNB colorimetric CoA detection. inhibition, % at 12.5 µM. 360,000 tested, 0.098% active; in the data active means inhibition above about 16%, passing the limit was not always enough; inconclusive means no clear call, values can overlap the other calls; further: strong numbers were not always called active
# ERp5 block: ERp5 (human) disulfide isomerase inhibition. Q15084. ERp5 insulin aggregation, absorbance 650 nm, 90 min. inhibition, % at 9.99 µM. 350,000 tested, 0.05% active. AID 651711;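 active means mean replicate inhibition above about 25%, with every replicate also reaching it, limit read from the data, passing the limit was not always enough; inconclusive means only one of those two criteria met; inactive means neither criterion met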
# SIRT5 block: sirtuin-5 (human) deacylase inhibition; Q9NXA8; Purified SirT5, succinyl-peptide AMC, trypsin-coupled fluorescence; inhibition, % at 15 µM; 330,000 tested, 1.1% active; AID 652115; in the data active means inhibition above about 15%; inconclusive means no clear call, values can overlap the other calls
# Target sequence (Q9NXA8 whole entry, looked up): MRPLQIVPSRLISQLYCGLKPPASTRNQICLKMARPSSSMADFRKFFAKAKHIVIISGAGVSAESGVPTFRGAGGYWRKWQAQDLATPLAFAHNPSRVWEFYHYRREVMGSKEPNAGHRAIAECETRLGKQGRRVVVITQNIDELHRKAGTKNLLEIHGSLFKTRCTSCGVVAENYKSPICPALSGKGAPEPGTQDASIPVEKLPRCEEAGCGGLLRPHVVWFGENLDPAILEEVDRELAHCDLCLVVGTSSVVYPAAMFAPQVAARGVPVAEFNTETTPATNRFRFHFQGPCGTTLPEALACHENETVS
# Active calls of the source: *; ? = inconclusive; nt = no result given; & = joins results of further samples.
SMILES,DENV2 CPE,E-sel inducer,Statin myotox sup,S100A4 MyoIIA,PglD inh,ERp5 block,SIRT5 block
O=c1cc(CSc2nnc(Nc3ccccc3F)s2)nc2sccn12,-2,nt,nt,3,nt,-5,-2
CCCNC(=O)CN1CCC(c2nc3ccccc3[nH]2)CC1,-13,nt,-5,-6,-1,-5,-6
CCc1nc(C)c(C(=O)N2CCCC(C(=O)Nc3cccc(-c4cccc(C)c4)c3)C2)o1 (configuration not stated),-3,-0.1,-2,-2,2,-10,4
N#CC1CN(C(c2ccccc2)c2ccccc2)C1,-1,0.3,107*,-6,2,1,0
C[C@H](CO)N1C[C@H](C)[C@@H](CN(C)Cc2ccc(C(F)(F)F)cc2)Oc2c(NC(=O)Nc3ccc4c(c3)OCO4)cccc2C1=O,-6,-0.1,32,-2,0,-4,3
COc1ccc(C(CC(=O)N2CCCC2)C(C)C)cc1 (configuration not stated),-2,nt,5,0,2,3,-1
CC(C)[C@@H]1COC(c2cccc(C3=N[C@H](C(C)C)CO3)n2)=N1,-11,nt,6,2,1,-1,nt
CC1Cc2ccccc2N1CC(=O)NC(=O)NC1CCCCC1 (configuration not stated),3,nt,nt,-3,nt,1,-1
CCOC(=O)c1c(NC(=O)Cn2cnc([N+](=O)[O-])n2)sc2c1CCCC2,-3,nt,nt,2,nt,-1,nt
O=C(NCc1ccccn1)C1CCN(S(=O)(=O)N2CCCC2)CC1,9,nt,-17,1,4,-3,-1
COc1ccc(N(CC(=O)Nc2ccc(S(=O)(=O)N3CCOCC3)cc2)S(=O)(=O)c2ccc(F)cc2)cc1,-4,1.1,-3,-4,-5,-6,-3
Cc1cccc(C(=O)NNC(=O)c2ccc(Br)cc2)c1,1,0.7,nt,-10,nt,-1,4
O=C(C[C@H]1C[C@H]2c3cc(NC(=O)Nc4ccccc4F)ccc3O[C@H]2[C@@H](CO)O1)NCc1ccc2c(c1)OCO2,1,0.2,3,-4,2,2,0
O=C(COc1ccc(F)cc1)N(Cc1cccs1)C1CCS(=O)(=O)C1 (configuration not stated),-1,0.0,-4,-1,4,-9,-6
CCCN(CC#CC(O)(c1ccccc1)c1cccnc1)CCC (configuration not stated),-3,nt,nt,1,nt,-1,0
COCC(=O)N1C[C@@H](C)[C@H](OC)CN(C)C(=O)c2ccc(NC(=O)Nc3ccccc3)cc2OC[C@H]1C,-2,0.1,1,-25,0,-5,3
CCN(CC)c1ccc(/C=N/n2c(-c3ccccc3Br)n[nH]c2=S)cc1,-1,nt,nt,-2,-7,3,-2
CC(=O)N(C)C[C@@H]1Oc2ncc(-c3ccc(C#N)cc3)cc2C(=O)N([C@@H](C)CO)C[C@H]1C,4,0.0,-10,-2,-2,-5,-3
C[C@H](CO)N1C[C@H](C)[C@@H](CN(C)S(=O)(=O)c2ccc(F)cc2)Oc2ccc(NC(=O)C3CCCCC3)cc2C1=O,-10&-5,-2.9&-0.2,13&11,-22&-2,3&7,4&-1,0&2
Cc1cc(S(=O)(=O)N2CCOCC2)ccc1OCC(=O)Nc1ccccc1C(F)(F)F,4,nt,0,0,-8,3,-1
COCC(=O)N(C)C[C@H]1Oc2cc(C#CCN(C)C)ccc2S(=O)(=O)N([C@H](C)CO)C[C@H]1C,-7,0.0,8,-38,3,-4,-2
CCCCn1c(N)c(N(CC(C)C)C(=O)CCNC(=O)c2ccc(Br)cc2)c(=O)[nH]c1=O,0,-1.9,2,1,nt,-2,-1
CCOC(=O)[C@]12CCC=C1N(Cc1cccc3ccccc13)C(=O)[C@H](CC(=O)N1CCSCC1)C2,1,nt,nt,-25,nt,-2,-3
O=C(NCCCn1ncc2ccccc21)c1cc(COc2c(F)cccc2F)on1,0,nt,4,-2,0,-4,-2
O=C1CCC(C(=O)N2CCCCO2)CN1CCc1ccc(Cl)cc1 (configuration not stated),15,-0.6,nt,5,-5,9,0
# (continued)
SMILES,DENV2 CPE,E-sel inducer,Statin myotox sup,S100A4 MyoIIA,PglD inh,ERp5 block,SIRT5 block
Cc1ccc2nsnc2c1S(=O)(=O)N1CCCC1C(=O)O (configuration not stated),-4,nt,-5,3,nt,4,1
Cc1cc(C(=O)Nc2cccc3c2O[C@@H](CN(C)Cc2ccncc2)[C@H](C)CN([C@H](C)CO)C3=O)n(C)n1,0,nt,-1,2,-152,1,-1
CCOc1ccc(-n2nc3ccc(NC(=O)CC)cc3n2)cc1,-4,0.1,-2,6,-8,2,-7
O=S(=O)(Nc1ncccn1)c1ccc(NC(=S)Nc2ccc(Cl)cc2)cc1,-2,0.2,5,0,nt,-7,2
COc1cccc(C(C(=O)NC2CCCC2)N(C(=O)c2ccco2)c2ccc(-n3cnnn3)c(C)c2)c1OC (configuration not stated),7,-5.1,nt,-1,nt,-7,0
CCCNC(=O)N(C)C[C@@H]1Oc2cc(C#C[C@H](C)O)ccc2S(=O)(=O)N([C@H](C)CO)C[C@@H]1C,-1,1.7,-6,4,-1,-2,-4
CC1CCC(NC(=O)COC(=O)C2CC3CCCC(C2)C3=O)CC1 (configuration not stated),-3,nt,2,1,2,-4,-5
COc1ccccc1-c1nc2ccccc2c(=O)n1O,2,nt,-10,2,-2,4,1
NS(=O)(=O)c1ccc(NC(=S)NC(=O)c2cccs2)cc1,4,0.4,-1,-4,1,6,-2
Cc1cccc(OCC(=O)NCc2nc(-c3ccccc3)no2)c1,-12,-0.6,10,-7,1,3,-3
CN(CC(=O)NCCc1ccc(F)cc1)CC(=O)Nc1ccc(F)c(F)c1F,-1,0.3,-10,-5,3,-4,0
CC(C)c1ccccc1NC(=S)N(C)C,7,-0.1,nt,-5,5,-1,0
CCCCCCC/C=N/Nc1nnc(Cc2ccccc2)c(=O)[nH]1,13,0.3,6,-7,-3,-5,-6
CN1[C@@H]2c3ccc(C4=CCCCC4)c(=O)n3C[C@@H]2[C@@H](CO)[C@@H]1C(=O)NCc1ccccc1,?,-0.4,2,3,4,6,-14
COc1cccc(NC(=S)NC2CC3CCCC(C2)N3CC(C)C)c1 (configuration not stated),-2,0.7,6,-3,0,3,-2
CCN(CC(=O)NC(C)(C)C)C(=O)c1ccc2c(c1)S(=O)(=O)c1ccccc1C2=O,-5,-2.7,nt,-3,nt,1,3
COc1ccc(CNC(=O)/C=C/c2ccc(S(=O)(=O)N3CCOCC3)cc2)cc1,5,nt,nt,-8,nt,?,3
COc1ccc(C(C#N)c2cnccn2)cc1OC (configuration not stated),-5,-0.3,-2,-2,-3,9,nt
O=C(O)CSc1cnc2ccccc2n1,nt,nt,-1,6,-4,4,1
CN1C(=O)c2cc(NC(=O)C3CCCC3)ccc2OC[C@H]2O[C@H](CC(=O)NCCc3ccncc3)CC[C@@H]21,29*,0.0,nt,-1,nt,8,-4
CC(=O)Nc1ccc(N2CCCC(C)C2)c([N+](=O)[O-])c1 (configuration not stated),-4,nt,nt,3,nt,-5,1
COC(=O)N/N=C/c1cn(Cc2ccc(Cl)cc2Cl)c2ccccc12,?,nt,nt,-3,3,8,20*
Cc1ccc(-c2nnc(SCC(=O)N(CC(C)C)c3c(N)n(Cc4ccccc4)c(=O)[nH]c3=O)n2N)cc1,8,0.1,13,5,-4,2,0
COc1ccc(-c2csc(NC(=O)Cc3cccc4ccccc34)c2C(=O)O)cc1,-6,6.3,nt,-3,nt,5,nt
CS(=O)(=O)N1CCN(c2ccccc2NC(=O)c2ccc(Br)o2)CC1,4,nt,-27,-1,7,-8,2

# Two successive records from above, for reference:
SMILES,DENV2 CPE,E-sel inducer,Statin myotox sup,S100A4 MyoIIA,PglD inh,ERp5 block,SIRT5 block
COc1ccc(-c2csc(NC(=O)Cc3cccc4ccccc34)c2C(=O)O)cc1,-6,6.3,nt,-3,nt,5,nt
CS(=O)(=O)N1CCN(c2ccccc2NC(=O)c2ccc(Br)o2)CC1,4,nt,-27,-1,7,-8,2

# 7 entries drawn at random from those above:
SMILES,DENV2 CPE,E-sel inducer,Statin myotox sup,S100A4 MyoIIA,PglD inh,ERp5 block,SIRT5 block
O=C(NCc1ccccn1)C1CCN(S(=O)(=O)N2CCCC2)CC1,9,nt,-17,1,4,-3,-1
C[C@H](CO)N1C[C@H](C)[C@@H](CN(C)Cc2ccc(C(F)(F)F)cc2)Oc2c(NC(=O)Nc3ccc4c(c3)OCO4)cccc2C1=O,-6,-0.1,32,-2,0,-4,3
COc1cccc(NC(=S)NC2CC3CCCC(C2)N3CC(C)C)c1 (configuration not stated),-2,0.7,6,-3,0,3,-2
CC(=O)Nc1ccc(N2CCCC(C)C2)c([N+](=O)[O-])c1 (configuration not stated),-4,nt,nt,3,nt,-5,1
CC(=O)N(C)C[C@@H]1Oc2ncc(-c3ccc(C#N)cc3)cc2C(=O)N([C@@H](C)CO)C[C@H]1C,4,0.0,-10,-2,-2,-5,-3
Cc1cccc(C(=O)NNC(=O)c2ccc(Br)cc2)c1,1,0.7,nt,-10,nt,-1,4
CN(CC(=O)NCCc1ccc(F)cc1)CC(=O)Nc1ccc(F)c(F)c1F,-1,0.3,-10,-5,3,-4,0

# (cont.)
SMILES,DENV2 CPE,E-sel inducer,Statin myotox sup,S100A4 MyoIIA,PglD inh,ERp5 block,SIRT5 block
COc1ccc(S(=O)(=O)N2CCOCC2)cc1NC(=O)c1ccccc1C,-4,0.0,nt,-3,0,-1,-2
COC(=O)C1C2CC3c4[nH]c5cc(OC)ccc5c4CCN3CC2CC(O)C1OC (configuration not stated),9,nt,0,-12,1,-1,-1
CCSc1ncc(Cl)c(C(=O)Nc2ccc(S(=O)(=O)Nc3ncccn3)cc2)n1,0,nt,13,13,-4,4,-5
COC(=O)c1ccccc1Sc1snnc1C,-4,nt,nt,1,nt,-1,-1
CC[C@H](C)[C@H](NC(=O)OCc1ccccc1)C(=O)OCC(=O)Nc1ccc(N2CCOCC2)cc1,-7,nt,-6,1,nt,-4,-7
Cc1ccc(S(=O)(=O)Nc2ccc3c(c2)C(=O)N([C@H](C)CO)C[C@H](C)[C@H](CN(C)Cc2ccc(C(F)(F)F)cc2)OCCCC[C@@H](C)O3)cc1,26*,nt,nt,3,-3,-2,8
COC(=O)c1[nH]c2ccc(C)cc2c1NC(=O)CN1CCCC(C)(C)C1,nt,nt,1,7,2,2,-6
O=S(=O)(N[C@@H]1CC[C@@H](CCn2cc(-c3cccnc3)nn2)O[C@H]1CO)c1ccc(Cl)cc1,7,0.1,-6,-12,2,-4,-5
Cc1cc(-c2cc(C(=O)O)c3ccccc3n2)c(C)s1,1,9.0,nt,1,nt,0,-2
COCC(=O)N1CC[C@@H]2[C@H]1c1cc(C#Cc3ccc(OC)cc3)ccc1N[C@@H]2CO,?,2.3,13,-5,2,-1,4
Cc1ccccc1NC(=O)c1ccc2c(O)c(S(=O)(=O)c3ccccc3)c(=O)[nH]c2c1,2,nt,10,5,0,1,0
O=C(NCc1ccccc1OC(F)(F)F)C1CCC(=O)N(Cc2ccccn2)C1 (configuration not stated),?,nt,0,-2,-1,8,0
Clc1ccc(Cc2nnc(-c3cccs3)o2)cc1,15,0.3,-1,-1,0,4,-4
O=C(Cn1cnc2sc3c(c2c1=O)CCCC3)NCC(=O)Nc1ccccc1F,3,nt,10,5,1,6,2

# A portion of the library; the hit share may differ from the screen's.
